Screening results deposited in PubChem by several laboratories.
TWEAK-Fn14 inh = inhibitors of TWEAK-Fn14 signaling, primary screen, luciferase reporter cells, uHTS; TWEAK-stimulated Fn14 reporter cells, luciferase luminescence, 8 h; inhibition, % at 10 µM; 2% of 360,000 active; in the data active = inhibition above about 50%
EBV LMP1 NFkB = EBV LMP1-driven NF-kappaB luciferase reporter inhibitors, primary screen, cell-based, luminescence, single point. inhibition, % at 12.5 µM. 0.69% of 350,000 active. LMP1-induced NF-kappaB luciferase reporter cells; in the data active = inhibition above about 41%;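 also: 0% = neutral control wells and 100% = reference inhibitor control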
CF NFkB inh = inhibitors of PAF-induced NF-kB signaling, primary screen, cell-based, GFP fluorescence, uHTS; KKLEB NF-kB-GFP reporter, GFP fluorescence overnight; inhibition, % at 5 µM; 0.86% of 360,000 active;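 active = at least 50% inhibition at 5 µM, scaled per plate between neutral and stimulator controls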;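 also: PAF is a Pseudomonas aeruginosa culture filtrate used as stimulus; plate controls were PAF-stimulated DMSO wells for no effect and unstimulated DMSO wells for full effect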
COUP-TFII inh = NR2F2 transcriptional activity inhibitors, primary screen, cell-based, luciferase reporter, HEK293T, luminescence. inhibition, % at 8.6 µM. 0.7% of 370,000 active. HEK293T NGFI-A luciferase reporter;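 active = inhibition above a per-plate cutoff, mean inhibition of test wells between control levels plus 3 SD, cut at about 38% in these data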;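 also: cells cotransfected with COUP-TFII expression vector driving the NGFI-A reporter; 0% = median of COUP-TF2 test wells and 100% = reporter-only cells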
TRAIL sens C8 = viability loss with TRAIL in NB7+C8 cells, primary screen, TRAIL sensitizer project, cell-based, ATPlite luminescence; inhibition (viability loss, TRAIL sensitization), % at 10 µM; 1% of 360,000 active; AID 624354, 2012;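 active = compounds causing at least 50% loss of cell viability in the single-dose screen, relative to plate controls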
SRC1 inh = SRC1 coactivator transcriptional activity inhibitors, primary screen, cell-based, luminescence | HEK293 GAL4-SRC1 luciferase reporter | Nuclear receptor coactivator 1 (Homo sapiens), Q15788 | 0.12% of 360,000 active | inhibition, % at 3.6 µM;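 active = inhibition above the campaign mean plus 3 SD, with each screening campaign given its own cutoff, cut at about 60% in these data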;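 also: 0% = DMSO treated cells and 100% = gossypol at 36 µM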
KKLEB tox = cytotoxicity in KKLEB CF airway cells, primary screen, cytotoxicity control for CF NF-kB inhibitor project, cell-based, uHTS, fluorescence assay plates; KKLEB CF airway cells viability, ATPlite luminescence, overnight; hits give low values; cells stimulated with P. aeruginosa culture filtrate; activity change (cytotoxicity), % at 5 µM; 0.36% of 360,000 active; AID 602141, 2011;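 active = corrected activity change at or below -50% at 5 µM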
SRC3 inh = SRC3 coactivator transcriptional activity inhibitors, primary screen, cell-based, luminescence | Nuclear receptor coactivator 3 (Homo sapiens), Q9Y6Q9 | HEK293 GAL4-SRC3 luciferase reporter | inhibition, % at 3.6 µM | 0.17% of 360,000 active | AID 588352, 2011;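 active = inhibition above a per-campaign cutoff, the mean of all compounds plus 3 SD, cut at about 60% in these data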;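 also: 0% = DMSO-treated cells and 100% = gossypol-treated cells at 36 µM; higher means less SRC3-driven luciferase light from the GAL4 reporter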
TROY NFkB inh = inhibitors of TROY-driven NF-kB signaling, primary screen, Q293 LMP1-TROYcd cells, NF-kB luciferase, uHTS. Q293 LMP1-TROYcd NF-kB luciferase reporter, 4 h. inhibition, % at 10 µM. 0.98% of 360,000 active;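 active = compounds whose plate-normalised and pattern-corrected inhibition of the luciferase reporter signal at the single screening dose is 50% or more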
LRH-1 inv ag = LRH-1 (NR5A2) inverse agonists, primary screen, cell-based, luminescence, HEK293T, StAR-luciferase reporter; LRH-1 transfected, 24 h; inhibition, % at 3.6 µM; 0.13% of 360,000 active; AID 602396, 2012;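 active = inhibition above the mean inhibition of all tested compounds plus 3 SD, cut at about 73% in these data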;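 also: 0% = DMSO wells and 100% = reporter-only cells lacking LRH-1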
Shn3 3UTR inh = reduction of Shn3 3'UTR firefly luciferase signal, primary screen, Schnurri-3 inhibitor project, cell-based, Clone20 osteoblasts, set 2. 0.52% of 360,000 active. Clone20 osteoblast Shn3 3'UTR firefly luciferase, 24 h. AID 588674, 2011. inhibition, % at 12.5 µM;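 active = mean inhibition of at least 75% with every replicate also reaching 75%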;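 also: 0% = median of neutral control wells and 100% = pilot-screen positive control compound; some compounds past the cut are filed as inactive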
* hit, by the source's call; . = no result given. These rows are one share of the data; the hit share may differ from the screen's.

SMILES	TWEAK-Fn14 inh	EBV LMP1 NFkB	CF NFkB inh	COUP-TFII inh	TRAIL sens C8	SRC1 inh	KKLEB tox	SRC3 inh	TROY NFkB inh	LRH-1 inv ag	Shn3 3UTR inh
COc1ccc(NC(=O)COc2ccc(N(C)S(=O)(=O)c3ccc(Cl)cc3)cc2)cc1	27.2	-0.9	-27.7	12.0	14.9	6.9	20.3	5.3	8.5	3.3	12.5
COC(=O)N/N=C/c1cc(Br)ccc1O	-3.6	-3.3	8.5	13.4	1.4	9.1	-2.4	4.7	-2.5	-4.4	14.9
Cc1ccc(C[n+]2ccccc2)cc1	15.1	39.7	20.1	-3.1	-3.2	-9.8	-2.8	6.4	-10.4	-1.4	-23.2
C[C@@H]1O[C@@H](OC[C@H]2O[C@@H](Oc3c(-c4ccc(O)cc4)oc4cc(O)cc(O)c4c3=O)[C@H](O)[C@@H](O)[C@@H]2O)[C@H](O)[C@H](O)[C@H]1O	-8.0	-13.3	-2.3	6.4	-7.1	-16.8	18.6	4.6	-6.5	8.6	4.5
COc1ccc(-c2nnc(SCCOc3cccc(C)c3)n2N)cc1	2.4	0.1	8.3	3.0	-6.1	-1.9	1.2	7.3	-12.1	-2.7	16.9
CC(C)C(=O)Nc1cc(S(=O)(=O)Nc2ccc(Cl)cc2)ccc1Cl	10.2	10.5	1.6	3.1	0.6	0.7	-7.0	5.2	11.9	7.9	22.2
CC1=C(C#N)C(c2ccccc2O)C(C#N)=C(C)N1	4.8	-0.9	-9.2	7.3	-1.7	3.9	3.5	-8.4	10.1	18.4	-11.0
CCCCCSc1nnc(-c2ccccc2N)c(=O)[nH]1	-12.8	1.7	-3.7	1.1	5.2	-11.7	-9.7	12.0	-31.4	-7.5	-23.4
CCN1CCN(c2ccc(NC(=O)c3cccc(N4CCCC4=O)c3)cc2)CC1	-25.8	-10.0	0.8	-29.7	-2.8	-21.9	1.0	-30.0	-5.3	-32.1	-33.5
COc1ccc(S(=O)(=O)N2CCCCCC2)cc1C(=O)N(C)Cc1ccc(C(C)(C)C)cc1	-2.9	7.7	7.1	-6.4	18.9	-7.8	-2.6	2.3	31.9	17.6	1.6
O=C(Nc1ccc(N2CCOCC2)cc1)c1cc2c(s1)CCCCC2	-17.2	-23.1	1.5	-6.9	13.7	-25.9	5.7	19.2	4.8	0.8	7.3
CC1C(=O)C(C)C(c2ccc(Cl)cc2)NC1c1ccc(Cl)cc1 (stereo unspecified)	-0.1	.	9.8	-6.6	5.9	-8.0	3.3	-11.1	-3.6	0.7	.
Cc1csc(=O)n1CC(=O)OCC(=O)Nc1ccc(F)c(F)c1F	1.8	6.2	-11.9	-17.2	-3.8	-2.0	3.6	-2.5	2.5	-3.5	9.9
COc1cccc(COC(=O)c2cc(S(=O)(=O)N3CCCCC3)ccc2N2CCOCC2)c1OC	-7.8	-6.5	7.6	-8.3	-4.5	-14.8	-5.9	-1.1	-11.6	-13.3	22.3
C[C@@H](C(=O)Nc1ccc2ccccc2c1)[C@@H]1C[C@@]1(C)[C@@H](NC(=O)OCc1ccccc1)c1ccccc1	13.6	4.0	-42.0	.	-7.5	-7.1	12.4	-5.0	3.6	18.6	13.3
CCOCCCNC(=O)C1(O)c2ccccc2NC(=O)N1c1ccc(Cl)c(Cl)c1 (stereo unspecified)	-6.4	7.7	9.9	11.7	-1.7	-3.6	-3.9	-2.9	15.8	-9.4	-9.4
COc1ccc(C2C=C(C)Nc3nc4ccccc4n32)cc1 (stereo unspecified)	-14.9	-28.7	-13.1	-16.9	27.3	-45.3	3.2	-47.4	-27.6	-35.9	-38.0
c1ccc(CCNc2ccc3ncc(-c4cccc5ccccc45)n3n2)nc1	34.2	.	40.5	22.3	-8.4	-1.1	-13.8	-12.5	11.8	-20.1	6.1
COc1ccc(NS(=O)(=O)c2ccc3c(c2)CCCN3C(C)=O)cc1	41.4	-0.6	-16.6	-19.9	3.9	14.3	5.4	9.2	-8.4	-7.9	3.4
COc1ccc(-c2cc(C(=O)N(C)Cc3ccc(F)cc3)c3ccccc3n2)cc1OC	-10.7	11.3	1.0	-5.6	7.8	-9.5	-9.9	6.6	0.0	-3.7	6.8
COc1ccccc1NC(=O)Oc1ccc(C(C)=O)cc1	-13.3	3.3	5.9	16.4	-3.1	-13.5	-6.7	-19.1	1.4	4.4	-8.2
CC(NC(=O)CN1C(=O)NC(c2ccccc2)(c2ccccc2)C1=O)c1cccs1 (stereo unspecified)	15.2	-16.5	14.4	2.8	-4.7	-8.7	-2.7	7.2	11.7	0.8	12.8
O=C(O)CC(=O)Nc1cc(Cl)ccc1O	8.3	-7.6	-9.0	21.2	6.9	-58.5	3.3	5.4	-22.6	29.6	-24.8
Cc1noc(NC(=O)c2ccccc2C(F)(F)F)c1C#N	6.0	-20.5	-6.6	7.6	14.4	-1.3	6.2	2.6	-2.7	4.5	-8.6
CN(C)/C=N/c1nc(Sc2ccc(C(F)(F)F)cc2[N+](=O)[O-])n[nH]1	-32.6	-3.3	12.7	10.9	34.4	8.8	-14.7	30.3	10.6	3.6	7.7
CCOC(=O)c1c(S(=O)(=O)N2CCCC(C)C2)c(C)n(C)c1C (stereo unspecified)	-6.5	-7.5	0.3	-17.8	-13.5	-21.9	2.0	-11.2	-14.3	17.1	-4.0
COC(=O)c1ccc(-c2noc(CN(C)CC3CCCCO3)n2)cc1 (stereo unspecified)	-29.3	-8.3	-11.5	-11.9	-5.8	-4.8	2.1	-26.6	-15.7	-37.7	-33.5
CC(=O)c1c(N2CCN(C)CC2)nc(=S)n(-c2cc(C)ccc2C)c1C	-10.6	-6.5	0.9	27.1	1.4	-13.1	2.0	-25.8	6.2	4.5	-1.6
COc1ccc(S(=O)(=O)NCCc2c[nH]c3ccc(Cl)cc23)cc1	10.9	-12.2	-9.8	0.2	8.5	0.4	0.0	5.7	26.4	-4.2	-8.7
O=C(C1=C(O)C(=O)N(Cc2ccccc2)C1c1cccnc1)c1ccco1 (stereo unspecified)	9.2	8.9	6.5	9.5	-7.1	-1.5	-1.5	6.9	22.0	-4.0	5.7
CC(=O)NCC(=O)OCC(=O)c1ccc(Cl)cc1	-2.0	0.7	9.6	16.9	-1.3	8.3	-5.8	1.3	-1.9	10.2	-87.3
COc1ccc(CCN2C(=O)C3C4CC(C5C(C(=O)O)=NOC45)C3C2=O)cc1OC (stereo unspecified)	1.1	4.0	-1.4	-20.5	-4.5	-0.6	2.6	23.9	3.8	6.4	2.3
COC(=O)c1ccc(NC(=S)NCCC2=CCCCC2)cc1	-19.7	-4.8	11.9	0.9	11.2	-18.4	-15.1	20.9	9.3	-33.8	27.3
CN(CCC#N)C(=S)Nc1ccc(Oc2ccccc2)cc1	-18.9	-16.9	15.4	-6.1	-4.4	-0.1	-5.6	2.2	1.2	-4.3	8.9
COc1ccc(C(=O)Nc2cc(OC)c(NC(=O)Nc3ccccc3)cc2OC)cc1	5.1	-0.6	-0.7	14.1	5.7	-15.4	5.7	-9.5	10.1	12.6	12.8
COC(=O)C(C(=O)NCC1CCCO1)C1CCCC1 (stereo unspecified)	2.8	-13.5	-3.8	-9.1	-9.0	-4.6	1.4	-3.1	0.3	11.0	-7.8
Cn1nc(C(=O)NCc2ccccc2Cl)c2c1-c1ccccc1S(=O)(=O)C2	6.2	4.8	10.2	-11.3	1.0	-3.9	0.0	-6.5	-1.3	7.9	8.6
O=C(c1cccc(C(F)(F)F)c1)N1CCN(c2cc(=O)[nH]nc2-c2ccccc2)CC1	-6.9	-9.8	-3.8	-8.9	-8.6	-32.2	0.0	18.2	-9.7	11.2	7.3
CC(=O)c1ccc(OCc2cc(C(=O)N(C)C(C)c3nccs3)no2)cc1 (stereo unspecified)	-8.9	-11.1	1.0	-12.2	7.9	-7.7	-1.8	-24.4	-33.9	-9.9	-16.6
Cc1cc(CN2CCCC(N3CCc4ccccc4C3)C2)cc(C)c1O (stereo unspecified)	-17.9	-0.9	-22.8	-43.7	6.0	-3.7	2.6	4.8	7.6	-4.3	2.2
Cc1ccc(Cl)cc1NC(=O)N[C@@H](C)C(=O)O	8.4	-1.8	7.7	3.2	-4.0	-11.4	-7.6	12.4	-8.9	7.1	11.6
COc1ccc(NC(=O)CN2C(=O)NC(C)(c3ccccc3)C2=O)cc1Cl (stereo unspecified)	16.8	1.3	7.6	17.0	14.7	7.5	-6.0	10.1	-4.9	-2.7	4.3
CN1CCC(=NNC(=O)C(=O)NCc2ccccc2)CC1	9.1	5.0	18.0	-4.6	-3.4	-19.5	-3.9	-9.2	-9.7	-16.5	-10.9
O=S(=O)(C=C(c1ccccc1)c1ccccc1)c1ccccc1	-1.3	-3.8	8.4	3.7	4.5	-7.4	1.7	3.0	-13.4	4.8	5.8
O=c1c2ccccc2c(C=NCCCN2CCOCC2)c(O)n1Cc1ccccc1	11.5	-5.7	-7.5	-13.3	-4.3	-0.3	-5.7	2.2	-1.5	14.9	-3.7
CCCC(=O)NC(=S)Nc1ccc(Cl)cn1	0.1	3.2	-2.6	-20.4	-10.3	-34.4	6.3	-37.9	-16.5	-38.1	-3.3
O=C(c1cccc(F)c1)N1CCN(CC2CC3C=CC2C3)CC1 (stereo unspecified)	7.2	-0.4	7.8	11.6	5.7	0.2	2.7	1.0	2.6	-9.7	4.0
COc1ccccc1C(=O)N=Nc1c(O)[nH]c2ccc([N+](=O)[O-])cc12	-3.5	-8.7	-98.8	-12.3	4.8	-38.6	3.6	-9.5	-31.2	21.1	16.6
O=C(COc1ccc(S(=O)(=O)N2CCCC2)cc1)N1CCCCC1	-8.6	-4.3	-8.2	4.7	-4.8	-4.1	6.8	-0.1	-2.0	5.8	-10.1
Cc1ccc(NC(=O)N2CCCCCC2)cc1	1.5	-14.8	18.5	-46.6	11.6	-60.4	2.6	-44.0	-31.4	-50.2	-56.3
Cc1ccc(C(=O)N2CCN(c3ccc(Cl)cc3)CC2)cc1	5.2	4.4	14.6	13.0	-14.6	-10.5	4.0	0.8	-13.9	1.2	1.2

Three compounds from above, sorted by the number in COUP-TFII inh, largest number first:
Molecule | TWEAK-Fn14 inh | EBV LMP1 NFkB | CF NFkB inh | COUP-TFII inh | SRC1 inh | SRC3 inh | LRH-1 inv ag | Shn3 3UTR inh
Cc1ccc(C(=O)N2CCN(c3ccc(Cl)cc3)CC2)cc1 | 5.2 | 4.4 | 14.6 | 13.0 | -10.5 | 0.8 | 1.2 | 1.2
Cc1ccc(Cl)cc1NC(=O)N[C@@H](C)C(=O)O | 8.4 | -1.8 | 7.7 | 3.2 | -11.4 | 12.4 | 7.1 | 11.6
Cc1ccc(NC(=O)N2CCCCCC2)cc1 | 1.5 | -14.8 | 18.5 | -46.6 | -60.4 | -44.0 | -50.2 | -56.3
